# Screens as filed in PubChem.
# CYP2C19 act – increases human CYP2C19 enzyme activity | recombinant CYP2C19, luciferin-H EGE luminescence; active compounds read high; 0 = fully inhibited enzyme, 1 = untreated enzyme | 96,000 tested, under 10 active | activation factor at 5 µM | P33261;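 active = activation factor of at least 2 at 5 µM in the primary screen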;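 note: 0 = wells with 2.5 mM tranylcypromine and 1 = vehicle-only wells; values of inactives mirror those of a sister screen read the other way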
# CD11b adhes inh – inhibitors of human CD11b/CD18 binding to fibrinogen | K562 CD11b/CD18 adhesion to fibrinogen, ATPlite luminescence; Mn2+ added to activate the integrin | inhibition, % at 10 µM | 93,000 tested, 0.54% active | AID 1497;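 active = primary inhibition of 50% or more at 10 µM, then 40% or more on retest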; note: some results filed as inactive read as strong as hits
# PLAP activator – human PLAP activation; activation fold at 20 µM; purified PLAP enzyme, luminescent substrate read-out; active compounds read high; 96,000 tested, 1.2% active; AID 696; P05187; in the data active = activation fold above about 2
# CYP2C9 inh – human CYP2C9 inhibition | 96,000 tested, 20% active | P11712 | AID 777 | inhibition, % at 5 µM | CYP2C9 Supersomes, luciferin-H conversion, luminescence;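 active = blocking of liver enzyme CYP2C9 beyond about 50% at 5 µM, limit read from the data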; note: values of inactives mirror those of a sister screen read the other way
# Pyk2 oligo antag – Pyk2 (human) oligomerization antagonism; Q293 cells, Pyk2 FERM NanoBiT luminescence; active compounds read low; z-score (the deposit names both 25 µM and 10 µM); Q14289; 99,000 tested, 0.83% active;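 active = Z-score of -3 or lower, scaled per plate to the spread of control and sample wells; inactive = z-score above -3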;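 note: negative z-score means lost luminescence so less FERM oligomerization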
# Target sequence (Q14289 whole entry, looked up): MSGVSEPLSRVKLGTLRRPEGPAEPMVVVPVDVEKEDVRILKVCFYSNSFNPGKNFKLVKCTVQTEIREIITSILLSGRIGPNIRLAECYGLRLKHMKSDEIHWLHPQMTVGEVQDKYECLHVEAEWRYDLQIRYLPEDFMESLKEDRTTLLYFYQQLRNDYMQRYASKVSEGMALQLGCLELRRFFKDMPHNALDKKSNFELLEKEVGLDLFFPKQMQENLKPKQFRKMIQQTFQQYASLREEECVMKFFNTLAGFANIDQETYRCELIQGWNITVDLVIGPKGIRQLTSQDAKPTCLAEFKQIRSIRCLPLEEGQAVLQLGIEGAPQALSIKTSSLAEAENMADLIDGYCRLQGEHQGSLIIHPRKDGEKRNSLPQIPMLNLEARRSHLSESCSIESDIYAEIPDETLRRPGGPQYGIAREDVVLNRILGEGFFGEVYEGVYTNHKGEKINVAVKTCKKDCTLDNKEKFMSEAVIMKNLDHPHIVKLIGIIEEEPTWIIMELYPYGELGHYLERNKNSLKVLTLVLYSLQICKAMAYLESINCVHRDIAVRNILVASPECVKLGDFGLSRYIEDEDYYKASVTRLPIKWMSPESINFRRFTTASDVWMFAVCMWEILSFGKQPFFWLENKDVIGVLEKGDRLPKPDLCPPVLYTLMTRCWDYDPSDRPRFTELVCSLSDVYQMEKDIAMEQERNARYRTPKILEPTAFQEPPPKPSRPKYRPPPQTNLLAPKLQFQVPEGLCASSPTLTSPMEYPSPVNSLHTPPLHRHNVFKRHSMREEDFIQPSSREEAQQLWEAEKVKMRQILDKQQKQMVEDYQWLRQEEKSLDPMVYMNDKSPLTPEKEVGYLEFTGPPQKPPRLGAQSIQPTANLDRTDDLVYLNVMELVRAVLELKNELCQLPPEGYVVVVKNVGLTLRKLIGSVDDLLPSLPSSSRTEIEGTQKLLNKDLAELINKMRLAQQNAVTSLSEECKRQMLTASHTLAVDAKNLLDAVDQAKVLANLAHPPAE
# MT1-MMP txn act – MT1-MMP promoter transcription activation. 86,000 tested, 0.16% active. AID 750. HT1080 MT1-MMP promoter luciferase reporter, luminescence, overnight; active compounds read high. activation factor at 10 µM;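 active = activation factor of at least 2 for MT1-MMP transcription at 10 µM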
# CYP2C9 act – activators of human CYP2C9. P11712. recombinant CYP2C9, luciferin-H conversion, luminescence; active compounds read high; factor 1 = untreated enzyme, 0 = blocked. activation factor at 5 µM. 96,000 tested, 1.4% active. AID 1024;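 active = activation factor of 2 or more for CYP2C9 at a 5 µM dose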;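 note: 0 = sulfaphenazole-blocked wells and 1 = vehicle-only wells; values of inactives mirror those of a sister screen read the other way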
# CYP2C19 inh – inhibitors of human CYP2C19; inhibition, % at 5 µM; P33261; 96,000 tested, 21% active; CYP2C19 Supersomes, luciferin-H EGE luminescence, 30 min;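 active = CYP2C19 inhibition above a set limit at 5 µM in the primary screen, cut at about 50% in these data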;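 note: plate controls were negative control wells for no effect and 2.5 mM tranylcypromine positive control for full effect; values of inactives mirror those of a sister screen read the other way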
# CD11b adhes enh – increases human CD11b/CD18 adhesion to fibrinogen. P05107+P11215. K562 CD11b/CD18 adhesion to fibrinogen, ATPlite luminescence. activation, % at 10 µM. 93,000 tested, 0.07% active. AID 1499;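 active = 10 µM primary screen giving 50% or more activity, confirmed by 40% or more on retest at that dose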; note: strong numbers were not always called active; reference of the scale not given here
# Numbers without * were called inactive; · = no result given.
SMILES,CYP2C19 act,CD11b adhes inh,PLAP activator,CYP2C9 inh,Pyk2 oligo antag,MT1-MMP txn act,CYP2C9 act,CYP2C19 inh,CD11b adhes enh
O=C(NCC1CCCO1)C(C(=O)c1ccccc1)n1ccccc1=O (centres undefined),1.2,3.9,1.2,-14.8,0.67,1.1,1.1,-19.5,0.1
CS(=O)(=O)N(CC(=O)N1CCOCC1)c1ccc2c(c1)OCO2,0.9,7.8,1,11.2,0.02,1,0.9,11.8,3.7
CCSc1nnc(NC(=O)c2ccc(C)o2)s1,1,-27.2,0.9,12.5,0.07,1.4,0.9,2.8,2.0
O=c1c2c3nc4ccccc4nc3n(Cc3ccccc3)c2ncn1Cc1ccco1,0.9,19.4,1.1,60.9*,-0.3,1.1,0.4,14.4,52.9
O=S1(=O)CCN2C(c3ccc4c(c3)CCCC4)=CSC2=N1,1,13.4,0.8,9.6,0.29,1,0.9,-2.9,3.9
O=S(=O)(c1ccc2c(c1)OCCO2)N(Cc1ccc(F)cc1)Cc1nnc(-c2cccs2)o1,0.7,7.5,1.1,86.9*,-1.55,1.1,0.1,33.1,-0.5
Cc1oc2c(c1C(=O)NCCCC(=O)O)CCCC2,1,-3.4,1,5.7,-1.39,·,0.9,-3.2,-5.3
CCOC(=O)C1=C(CSc2nc(-c3ccncc3)ccc2C#N)OC(N)=C(C#N)C1c1cccnc1 (centres undefined),0,-7.7,1.5,96.4*,-0.11,1,0,98.8*,-2.9
Cc1cc(NC(=O)CSc2nnc(C3CC3)n2Cc2ccccc2)no1,0.7,-13.9,1.5,39.6,-0.64,1.1,0.6,31.0,-2.2
COCCNC(=O)c1ccccc1NC(=O)CN(c1ccc2c(c1)OCO2)S(C)(=O)=O,0.1,-25.7,0.8,91.6*,-0.34,1.1,0.1,86.1*,1.4
Cc1ccc(NS(=O)(=O)c2ccc(C(=O)N3CCN(c4ccccn4)CC3)cc2)cc1,0.9,37.0,1.5,47.4,0.08,1.2,0.5,11.7,-2.5
CC(C)C(=O)Nc1nc2c(ncn2C2CC(O)C(CO)O2)c(=O)[nH]1 (centres undefined),1.1,4.0,0.8,-8.8,·,1.2,1.1,-11.4,15.1

# Quoted at random: three compounds from above.
SMILES,CYP2C19 act,CD11b adhes inh,PLAP activator,CYP2C9 inh,Pyk2 oligo antag,MT1-MMP txn act,CYP2C9 act,CYP2C19 inh,CD11b adhes enh
Cc1ccc(NS(=O)(=O)c2ccc(C(=O)N3CCN(c4ccccn4)CC3)cc2)cc1,0.9,37.0,1.5,47.4,0.08,1.2,0.5,11.7,-2.5
Cc1cc(NC(=O)CSc2nnc(C3CC3)n2Cc2ccccc2)no1,0.7,-13.9,1.5,39.6,-0.64,1.1,0.6,31.0,-2.2
CCSc1nnc(NC(=O)c2ccc(C)o2)s1,1,-27.2,0.9,12.5,0.07,1.4,0.9,2.8,2.0

# Following part
SMILES,CYP2C19 act,CD11b adhes inh,PLAP activator,CYP2C9 inh,Pyk2 oligo antag,MT1-MMP txn act,CYP2C9 act,CYP2C19 inh,CD11b adhes enh
COc1ccc(N(CC(=O)NCCC2=CCCCC2)S(C)(=O)=O)cc1,0.4,-2.9,1.8,68.9*,0.18,1.1,0.3,56.9*,-0.1
COc1ccc(-c2nn3c(-c4ccc(F)cc4)nnc3s2)cc1,0.8,-4.6,1.4,48.4,-1.91,1.1,0.5,24.2,10.2
CCc1ccc(-c2cc(C(=O)Nc3ccc(S(=O)(=O)NC(C)=O)cc3)c3ccccc3n2)cc1,0.8,28.7,1.3,2.9,-1.44,·,1,17.7,-4.7
O=C(Nc1ccccc1)N1C2CCC1CC(O)(c1cccnc1)C2 (centres undefined),0.9,18.4,1,-1.0,-0.29,1.2,1,5.5,-1.9
Clc1cccc(NC2=NCCC2)c1,1,0.8,1.5,-5.9,-0.06,·,1.1,-4.4,5.6
CCn1c(SCC(=O)Nc2cc(C)on2)nc2c(c1=O)SC(C)C2 (centres undefined),0.8,-1.8,0.8,62.3*,-0.7,1,0.4,15.5,-3.1
O=C1N/C(=N/NC(=O)c2cccc3ccccc23)S/C1=C\c1ccccc1OCc1ccccc1,1.1,·,1.1,26.4,-3.04*,·,0.7,-12.3,·
COc1nc(N2CCOCC2)nc(-n2cccc2)n1,1,·,1.2,11.1,0.61,1.1,0.9,-1.8,·
CCOC(=O)C1CCCc2c1[nH]c1c(C(N)=O)cccc21 (centres undefined),0.6,-2.1,1.6,53.1*,-0.14,1.1,0.5,38.9,0.5
CC(=O)C1C(c2ccc(F)cc2)NC(=O)NC1(O)C(F)(F)F (centres undefined),0.9,-8.8,1,-3.4,·,1.1,1,7.0,4.1
CCn1nc(C)c(NC(=O)/C=C/c2cnn(C)c2)c1C,1.1,-9.4,1,1.5,0.37,·,1,-7.9,-6.4
CCNc1nc(Oc2ccc(=O)[nH]n2)nc(SC)n1,0.6,-11.5,1,3.7,0.43,1.3,1,35.4,-0.9
Cc1cc(C(=O)OCC(=O)Nc2ccc(F)cc2)c(C)o1,0.4,6.3,0.9,-10.5,0.13,1.1,1.1,60.9*,0.7
COc1cccc(-n2nnc3c(=O)n(C/C=C/c4ccccc4)cnc32)c1,0.7,-33.4,1.1,11.8,·,1.2,0.9,29.4,-3.6
Fc1cnc(N2CCc3ccccc32)nc1N1CCc2ccccc21,1,-20.7,0.9,-1.1,0.5,1.6,1,0.5,-5.2
Cc1cc(=O)n2nc(N3CCC(C(=O)N4CCN(C)CC4)CC3)sc2n1,1.2,-11.9,1.3,-1.6,0.22,1.1,1,-22.9,-7.6
CCCN(CCC)CCNS(=O)(=O)c1ccc2c(c1)oc(=O)n2C,1.1,6.8,0.9,-7.3,1.27,1,1.1,-7.4,-1.5
O=C(NCc1ccc(F)cc1)c1cnc2sccn2c1=O,0.6,-2.1,1.2,-18.9,·,1.1,1.2,39.7,-1.5
CCOC(=O)c1cc(CC)sc1NC(=O)c1cc([N+](=O)[O-])ccc1N1CCOCC1,1.1,32.4,1.1,-1.8,0.91,·,1,-9.5,-3.1
Cc1occc1C(=O)NNC(=S)NCC(C)C,0.3,-4.6,2.3*,12.4,-0.02,·,0.9,74.6*,-2.3
Cc1ccccc1-c1nc(-c2cccnc2)no1,0.4,1.4,1.1,36.2,-0.29,1.7,0.6,61.5*,-1.1
O=C(C[n+]1cccc(NC(=O)c2ccccc2)c1)c1ccccc1,0.9,-27.7,0.9,2.6,0.17,·,1,8.7,-1.2
O=C1CCCc2ccccc2N1Cc1ccc(Cl)cc1Cl,0.1,1.0,1.4,87.1*,-0.35,·,0.1,94.3*,-2.2
Cc1ccc2c(c1)nc(NCCO)n2C,0.9,-1.9,1,19.9,0.1,1.1,0.8,9.2,-3.2
C=CCn1c(SCn2nnc3ccccc3c2=O)nnc1-c1ccc(Cl)cc1,0.1,4.7,1.4,67.1*,-0.3,1.4,0.3,87.2*,4.1
Cc1[nH]ccc(=O)c1OCc1ccccc1,0.9,-15.5,0.9,2.0,1.01,·,1,8.0,-1.9
O=C(O)c1cccc(Nc2ncnc3ccccc23)c1,0.8,-14.2,0.9,3.2,1.23,1.1,1,17.2,-1.9
CSCCC(NS(=O)(=O)c1ccc2c(c1)oc(=O)n2C)C(=O)NC1CCCCC1 (centres undefined),0.3,-3.0,1,-8.5,·,1.1,1.1,71.6*,3.0
CCOc1ccc(C2C(C#N)=C(N)Oc3cc(C)n(CCN(C)C)c(=O)c32)cc1OCC (centres undefined),1.1,-8.1,1.5,12.5,0.2,1.1,0.9,-7.2,-0.4
CC(N1CCOC1=O)S(=O)(=O)c1ccccc1 (centres undefined),1,-1.0,1,-1.2,0.74,1.2,1,-2.5,-1.2
CS(=O)(=O)N(CC(=O)NCc1cccnc1)Cc1ccc(Cl)cc1,0,-48.7,1,53.7*,-0.08,1,0.5,97.0*,0.4
CN1CCN(c2nc(-c3ccccc3)c3cc(Cl)ccc3n2)CC1,1,-9.9,1.3,14.0,0.05,1.8,0.9,1.9,1.1
COCCn1c(COc2ccc(OC)cc2)nc2ccccc21,0.1,20.7,1,35.0,-0.72,1.2,0.7,92.0*,-4.8
Cc1ccc(-c2nc(N)c3c(-c4ccc(C)cc4)nn(C(C)(C)C)c3n2)cc1,0.9,-42.6,1,11.3,-0.7,·,0.9,10.0,-1.2
O=C(NCc1ccccc1)NC1(C(=O)N2CCCC2)CCCCC1,1,-11.5,1,-8.3,-0.24,1.1,1.1,1.4,-4.7
COc1ccccc1C(=O)NCCn1cc(SCC(=O)Nc2nnc(C)s2)c2ccccc21,0.6,0.2,1.4,75.9*,-2.2,1.2,0.2,43.7,-0.5
Cc1noc(NS(=O)(=O)c2ccc(NC(=O)CCn3c(=O)oc4ccccc43)cc2)c1C,0.8,-63.7,1.1,0.5,·,1.1,1,24.2,-0.4
Cc1ccc2[nH]c(=O)c(C(c3nnnn3C(C)(C)C)N(Cc3ccco3)CC3CCCO3)cc2c1 (centres undefined),0.9,-0.4,1.1,3.6,0.32,1.2,1,8.9,-6.1
Cc1cc(C)c(S(=O)(=O)c2ccccc2C)c(Cl)n1,0.3,·,0.9,-255.8,0.14,·,3.6*,66.0*,·
CCN1CCN(C(c2cc3cc4c(cc3[nH]c2=O)OCO4)c2nnnn2C(C)(C)CC)CC1 (centres undefined),1.2,2.9,1.3,-15.9,-0.79,1.1,1.2,-15.7,-3.1
CCN(CC)S(=O)(=O)c1ccc2oc(C(=O)N3CCOCC3)c(C)c2c1,1.1,40.9,1.2,7.0,0.25,1.1,0.9,-10.8,2.3
CCC(=O)N1CCN(c2cc(C)ccc2C)CC1,0.5,-0.9,1.4,7.4,0.94,1.1,0.9,52.0*,-0.7
COc1cc(CN2CCN(c3ccc(C)cc3)CC2)cc([N+](=O)[O-])c1O,1,-3.9,0.8,9.3,·,·,0.9,1.2,-5.5
COc1ccccc1N1CCN(C(=O)c2cc3c(s2)CCC3)CC1,0.6,47.9,1.5,47.1,-0.97,1.2,0.5,36.2,69.7*
COc1ccc(Cn2c(=O)[nH]c3cc(C(=O)NCCCN4CCCC4)ccc3c2=O)cc1,0.9,4.9,1.3,8.4,0.62,·,0.9,5.4,-5.1
Cc1ccc(COc2ccc(Br)cc2/C=N/O)cc1,0.9,-6.4,0.9,27.3,-2.22,·,0.7,8.4,-0.1
Cc1ccc(C)c(N2CCN(C(=O)C3CCCCN3S(=O)(=O)c3ccc(F)cc3)CC2)c1 (centres undefined),0.8,-2.4,1.5,16.5,-0.92,1.2,0.8,19.8,-2.5
CCOC(=O)c1cnn(-c2nc(-c3ccccc3)cs2)c1C(F)(F)F,0.6,·,0.9,87.8*,·,·,0.1,42.6,·
O=C(NCCc1nc2ccccc2[nH]1)c1ccco1,0.5,-12.0,1,21.4,1.46,1.2,0.8,54.8*,-0.7
Cc1[nH]c2ccccc2c1C1(O)C(=O)N(Cc2ccc3c(c2)OCO3)c2ccccc21 (centres undefined),0.2,4.7,1.3,72.8*,-0.62,1.1,0.3,82.8*,5.1
CCOC(=O)c1cccc(NC(=O)CCc2nc(-c3ccccc3F)no2)c1,0.9,-16.9,0.9,16.9,2.44,1.2,0.8,7.3,-1.0
CS(=O)(=O)N(CC(=O)NCc1ccco1)Cc1ccc(Cl)cc1,0.4,-0.1,1.6,34.0,1.17,1.2,0.7,58.1*,0.6
O=C(CCc1nc2ccccc2[nH]1)Nc1ccccc1,0.4,-22.8,0.9,32.8,1.19,1.1,0.7,62.3*,2.0
COC(=O)COc1ccc(S(=O)(=O)NCc2ccco2)cc1,0.4,-8.6,0.9,3.6,0.14,1.3,1,59.6*,1.5
Cc1ccc(Cl)cc1N1CCN(Cc2nc3c(c(=O)[nH]c(=O)n3C)n2Cc2ccccc2F)CC1,0.7,-10.0,1.6,44.2,·,1.1,0.6,25.1,-2.8
CNc1nc2sc3c(c2c(=O)n1C)CC(C)(C)SC3,0.3,-6.4,1.5,55.9*,0.87,1.1,0.4,72.9*,-1.6

# Compounds were not picked by outcome. About 31% of those tested had a hit in this group.
